GPR7 antag: GPR7 receptor antagonists, primary screen, cell-based, fluorescence, single concentration; GPR7-expressing cells, fluorescence antagonist assay; AID 1861, 2009; inhibition, % at 4.4 µM; 290,000 compounds, 1.1% hits; in the data active means inhibition above about 16%, passing the limit was not always enough;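 further: cells stimulated with the agonist NPW; 0% = agonist with vehicle and 100% = vehicle without agonist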
V1R ag counter: agonists of human V1a receptor, primary screen, counter-screen for OXTR agonist project, fluorescence, CHO-V1R cells; 320,000 compounds, 0.25% hits; activation, % at 3 µM; Vasopressin V1a receptor (Homo sapiens), P37288; Fluo-8 calcium fluorescence, agonist mode; 0% DMSO, 100% 3 nM vasopressin;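 active means activation above the mean activation of all tested compounds plus 3 SD, per screening run, cut at about 20% in these data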;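 further: signal is peak over basal fluorescence ratio across a 100 second FLIPR read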
Target sequence (P37288 whole entry, looked up): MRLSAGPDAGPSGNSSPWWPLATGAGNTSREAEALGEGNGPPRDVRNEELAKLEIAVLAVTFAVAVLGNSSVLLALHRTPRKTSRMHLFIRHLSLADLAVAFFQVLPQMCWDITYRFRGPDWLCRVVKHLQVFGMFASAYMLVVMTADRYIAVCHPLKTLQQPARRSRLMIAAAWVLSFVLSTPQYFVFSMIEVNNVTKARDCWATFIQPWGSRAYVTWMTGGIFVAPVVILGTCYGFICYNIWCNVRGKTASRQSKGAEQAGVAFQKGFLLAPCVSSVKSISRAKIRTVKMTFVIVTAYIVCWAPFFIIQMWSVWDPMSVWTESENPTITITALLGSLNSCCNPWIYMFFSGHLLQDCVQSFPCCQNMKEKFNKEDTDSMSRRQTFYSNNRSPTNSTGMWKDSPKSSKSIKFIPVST
NALP1 yeast inh: NALP1 inflammasome inhibitors in reconstituted yeast, colorimetric, S. cerevisiae, triplicate retest. S. cerevisiae NALP1/ASC/caspase-1 growth, X-gal OD620, 72 h. inhibition, % at 10 µM. 280,000 compounds, 0.61% hits; in the data active means inhibition mostly above about 24%, no sharp cut-off; inactive means mostly below about 32%; further: some compounds called inactive have numbers as strong as hits
PfM18AAP inh: PfM18AAP inhibitors, malaria aminopeptidase, primary screen, biochemical, QFRET, recombinant enzyme. inhibition, % at 7.35 µM. 290,000 compounds, 1.2% hits. M18 aspartyl aminopeptidase (Plasmodium falciparum 3D7). H-Glu-NHMec fluorogenic cleavage;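 active means inhibition above the campaign mean inhibition over all tested compounds plus 3 SD, cut at about 28% in these data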;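 further: 0% = plate median of test compound wells and 100% = 2 mM ZnCl2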
OXTR potentiator: human OXTR potentiators, primary screen, fluorescence, CHO-OTR cells, Fluo-8 calcium; Oxytocin receptor (Homo sapiens), P30559; Fluo-8 calcium fluorescence, potentiator mode; 0% = oxytocin EC15, 100% = EC100; activation, % at 3 µM; 320,000 compounds, 0.061% hits; AID 2445, 2010;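 active means activation above that plate's cutoff, the mean activation of tested compounds plus 3 SD, cut at about 6.6% in these data, passing the limit was not always enough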;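 further: 100% uses oxytocin at 75 nM as the full agonist control; some results filed as inactive read as strong as hits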
Target sequence (P30559 whole entry, looked up): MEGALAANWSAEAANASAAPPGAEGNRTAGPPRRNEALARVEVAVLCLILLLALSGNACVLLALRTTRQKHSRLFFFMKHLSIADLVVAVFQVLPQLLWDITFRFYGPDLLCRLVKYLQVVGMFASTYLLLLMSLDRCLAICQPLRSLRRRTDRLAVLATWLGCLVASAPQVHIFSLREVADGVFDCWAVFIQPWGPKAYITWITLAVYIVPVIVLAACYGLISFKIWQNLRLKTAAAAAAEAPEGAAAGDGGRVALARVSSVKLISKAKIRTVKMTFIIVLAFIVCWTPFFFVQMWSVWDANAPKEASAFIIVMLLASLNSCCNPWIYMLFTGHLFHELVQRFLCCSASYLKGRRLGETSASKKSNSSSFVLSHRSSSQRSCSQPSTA
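Replication – single well per compound, singlicate · Assay system – CHO cell line stably expressing human OTR · Timing – 6 min pre-incubation, 100 s read · Measure – normalized max/min fluorescence ratio, % activation · Doses – 3.0 µM, one dose · Detection – Fluo-8 calcium dye fluorescence · Probe or stimulus – oxytocin near EC15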
OXTR agonist: human OXTR agonists, primary screen, fluorescence, CHO-OTR cells, Fluo-8 calcium; activation, % at 3 µM; Oxytocin receptor (Homo sapiens), P30559; Fluo-8 calcium fluorescence; normalized: DMSO 0%, oxytocin 100%; 320,000 compounds, 0.32% hits;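 active means activation above the mean of all tested compounds plus 3 SD, cutoff set per screening run, cut at about 20% in these data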;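 further: peak over basal fluorescence ratio from a 100 s FLIPR kinetic read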
Numbers without * were called inactive; . = not tested or not shown.

SMILES	GPR7 antag	V1R ag counter	NALP1 yeast inh	PfM18AAP inh	OXTR potentiator	OXTR agonist
CC(C(=O)NCc1ccccc1)N(CCN1CCOCC1)C(=O)c1snc(C(N)=O)c1N (stereo unspecified)	-12	.	23	9	.	.
Cc1ccc(F)cc1NS(=O)(=O)c1ccc(Cl)s1	.	0.9	.	.	-6	0.1
OCC1OC(Oc2c[nH]c3ccccc23)C(O)C(O)C1O (stereo unspecified)	.	0.9	.	.	-18	-0.5
O=C1CN(C(=O)COC(=O)c2ccc([N+](=O)[O-])s2)c2ccccc2N1	.	1.6	.	.	-6	1.5
C=CCN(c1ccccc1)S(=O)(=O)c1cccc(C(=O)Nc2ncccc2O)c1	.	-0.7	.	.	-2	-1.7
COc1ccccc1NS(=O)(=O)c1ccc(C(=O)Nc2ncccc2O)cc1	.	1.8	.	.	-3	2.1
S=P(N1CC1)(N1CC1)N1CC1	.	1.4	.	.	1	1.7
CCNc1nc(NCC)n2c(SCC(=O)Nc3ccc(CC)cc3)nnc2n1	.	-0.7	.	.	-3	-1.9
O=C1OC[C@H](Cc2ccc3c(c2)OCO3)/C1=C\c1ccc2c(c1)OCO2	.	4.6	.	.	-7	5.3
CCOc1ccc(CN(C)c2ccc(S(=O)(=O)N3CCN(C)CC3)cc2[N+](=O)[O-])cc1OC	.	12	.	.	-12	22*
Brc1ccc(-c2ccc(C3Nc4cccc5cccc(c45)N3)o2)cc1	.	-0.8	.	.	2	0.3
CC#CCOC(=O)c1c(C)nc2sc3c(c2c1N)CCC(O)C3 (stereo unspecified)	.	8.3	.	.	-9	8.1
CC[C@@H]1Cc2cc(O)ccc2C2=C1c1ccc(O)cc1C[C@H]2CC	.	0.2	.	.	-4	-0.3
COc1cc(C(=O)NC2CCN(C)CC2)ccc1Nc1ncc2c(n1)N(C1CCC(O)CC1)CCC(=O)N2C (stereo unspecified)	.	1.5	.	.	3	0.8
CCN1/C(=C/C=C/c2sc3ccccc3[n+]2CC)Sc2ccccc21	.	9.2	.	.	-8	9.6
CC[C@@H](C)[C@@H]1CN([C@@H](C)CN2CCC[C@H]2CN2C(N)=NC[C@@H]2Cc2ccccc2)C(=N)N1CCc1ccc(Cl)c(Cl)c1	.	0.6	.	.	5	1.0
COc1ccc([C@H]2CC(=O)C=C(c3ccccc3)C2)cc1	.	0.7	.	.	-5	-1.3
C#CCOCCOCCOCCNc1nc(N2CCN(C(=O)CCCCCCCCCCNC(=O)[C@H](CCCCN)n3cc(C)nn3)CC2)nc(N2CCN(C(=O)CCCCCCCCCCNC(=O)[C@@H]([C@H](C)CC)n3cc(CCCCCN)nn3)CC2)n1	.	38*	.	.	-13	3.5
CC[C@H]1CN2CCc3cc(OC)c(OC)cc3C2C[C@@H]1C[C@H]1NCCc2cc(OC)c(OC)cc21 (stereo partly specified)	.	0.8	.	.	-5	-0.6
COc1ccc(C[C@H](N)C(=O)N[C@H]2[C@@H](O)[C@H](n3cnc4c(N(C)C)ncnc43)O[C@@H]2CO)cc1	.	0.4	.	.	-4	-0.6
CC(C)(C)OC(=O)NCCCCCNC(=O)c1[nH]cnc1C(=O)N[C@@H](Cc1ccccc1)C(=O)OC(C)(C)C	.	2.1	.	.	-8	4.1
COc1ccc2nc3n(c(=O)c2c1)-c1cc(C)ccc1C(=O)NC3Cc1ccc(O)cc1 (stereo unspecified)	.	2.0	.	.	3	3.7
COC(=O)Nc1nc2ccc(SC(C)C)cc2[nH]1	.	-0.3	.	.	-13	0.2
C[C@H](CO)N1C[C@H](C)[C@H](CN(C)Cc2ccc(-c3ccccc3)cc2)Oc2ccc(NS(=O)(=O)c3ccccc3)cc2CC1=O	.	2.0	.	.	-1	3.7
NCCCC[C@@H](C(=O)NCCCCCCCCCCC(=O)N1CCNCC1)n1cc(CCCC(=O)O)nn1	.	0.5	.	.	-1	0.3
CCC(C)Sc1ccc(-c2nc3ccc(C)cn3c2NC2CCCCC2)cc1 (stereo unspecified)	.	0.1	.	.	-5	-1.5
COCCn1c(C)cc(/C=N/NC(=O)c2cc3ccccc3cc2O)c1C	.	0.5	.	.	-3	0.4
CCCSc1ccc([C@@H]2[C@@H]3C(=O)N(C)C(=O)[C@@H]3[C@]3(C(=O)OC)CCCN23)cc1OC	.	0.1	.	.	-7	-1.5
CCCCCC#CCN1CCN(C23CC4CC(CC(C4)C2)C3)CC1	.	-0.9	.	.	1	-0.2
CCN1C(=O)CC(c2ccccc2)N(C2CCCC2)c2nc(Nc3ccc(C(=O)NC4CCN(C)CC4)cc3OC)ncc21 (stereo unspecified)	.	1.3	.	.	-2	-0.2
COc1ccc2c(c1)C1OCCC1C(c1ccco1)N2 (stereo unspecified)	.	-1.1	.	.	1	-1.1
O=C(OC1CCOC1=O)c1ccccc1C(=O)c1ccc(Cl)c([N+](=O)[O-])c1 (stereo unspecified)	.	-0.5	.	.	-4	-1.4
C=C1CC[C@@]23CC[C@]4(C)[C@@](OC2=O)([C@@H]3C1)[C@H]1O[C@H]1C1[C@@]2(C)CC[C@H](O)C(C)(C)C2CC[C@]14C (stereo partly specified)	.	-1.0	.	.	0	-0.5
Cc1cc(Nc2ccc(O)cc2)ccc1N	.	-0.6	.	.	1	0.3
O=C(NCCc1ccc(F)cc1)c1cccc2c1C(=O)c1ccc(N3CCC(Cc4ccccc4)CC3)cc1S2(=O)=O	.	27*	.	.	-10	30*
O=S(=O)(O)Oc1c[nH]c2ccccc12	.	0.4	.	.	-7	0.6
C=C[C@]1(C)C=C2CC[C@H]3[C@@](C)(CCC[C@@]3(C)C(=O)O)[C@@H]2CC1	.	7.7	.	.	-8	3.5
O=C(O)c1ccccc1C(=O)Nc1ccc(S(=O)(=O)Nc2nccs2)cc1	.	0.6	.	.	-2	0.1
c1ccc(-c2sc3ccccc3c2-c2ccc(OCCN3CCOCC3)cc2)cc1	.	2.3	.	.	2	0.9
O=C(COc1cccc2c1CCNC2=O)Nc1cccc(C(F)(F)F)c1	.	6.1	.	.	-2	3.5
COc1ccc(CNC[C@H]2O[C@@H](n3cnc4c(N)ncnc43)[C@H](O)[C@@H]2O)cc1OC	.	1.1	.	.	-2	2.2
CCCCNc1c(-c2ccc(OC)c(Sc3ccc(OC)cc3)c2)nc2ccccn12	.	2.0	.	.	-10	-1.0
COc1ccc2c(c1)OC[C@H]1[C@H]2N2C(=O)c3cc(Cl)ccc3NC(=O)[C@@]2(C)[C@H]1c1ccccc1	.	0.8	.	.	-11	-0.7
c1ccc2c(c1)-c1cccc3c1c-2cc1ccccc13	.	0.6	.	.	3	0.7
O=C(CN1C(=O)NC(c2ccc(F)cc2)C1=O)NC1CCCCC1 (stereo unspecified)	.	0.4	.	.	-5	0.7
C[C@H](CO)N1C[C@H](C)[C@@H](CN(C)Cc2ccc3c(c2)OCO3)Oc2c(NC(=O)C3CC3)cccc2C1=O	.	0.3	.	.	-3	-0.2
CC(=O)N1CCN(c2ccc(NCc3ccc(-c4cccc(Cl)c4)o3)cc2)CC1	.	7.4	.	.	-9	9.3
C#CCOCCOCCOCCNc1nc(N2CCN(C(=O)CCCCCCCCCCNC(=O)[C@H](CCCCN)n3cc(CCO)nn3)CC2)nc(N2CCN(C(=O)CCCCCCCCCCNC(=O)[C@@H]([C@H](C)O)n3cc(C)nn3)CC2)n1	.	12	.	.	-8	1.1
COc1cccc2c1[C@@H]1CN(CCCCn3c(=O)[nH]c4c(sc5ncc(-c6ccccc6)nc54)c3=O)C[C@@H]1CO2	.	-0.3	.	.	-8	1.9
CC1(c2ccccc2)ON(c2ccccc2C(F)(F)F)C1=O (stereo unspecified)	.	-0.3	.	.	-5	0.0
O=C(NCc1cccc(C(F)(F)F)c1)c1cccc2c1C(=O)c1ccc(N3CCC(Cc4ccccc4)CC3)cc1S2(=O)=O	.	24*	.	.	-11	23*
CCOc1ccc(C=NNc2ccc(S(=O)(=O)Nc3ccccc3C(=O)O)cc2[N+](=O)[O-])cc1	.	0.7	.	.	-1	-1.4
C[C@@H]1O[C@@H](OC2C(O)C(OCCc3ccc(O)c(O)c3)OC(CO)C2OC(=O)/C=C/c2ccc(O)c(O)c2)[C@H](O)[C@H](O)[C@H]1O (stereo partly specified)	.	1.7	.	.	-3	0.6
COc1ccccc1N1CCN(CCN(C(=O)c2ccc(F)cc2)c2ccccn2)CC1	.	3.4	.	.	-3	-0.9
C#CCOCCOCCOCCNc1nc(N2CCN(C(=O)CCCCCCCCCCNC(=O)[C@H]([C@@H](C)CC)n3cc(CCCCN=C(N)N)nn3)CC2)nc(N2CCN(C(=O)CCCCCCCCCCNC(=O)[C@H]([C@@H](C)CC)n3cc(CCCCN=C(N)N)nn3)CC2)n1	.	-0.7	.	.	-5	0.8
COc1cccc(/C=C/C(=O)c2ccc3c(c2)OCO3)c1OC	.	-0.8	.	.	-2	-2.1
C=C1/C=C(\C)[C@](C)(O)C[C@H](O)CC(=O)[C@H](O)[C@@H](O)[C@H](C)C[C@H](C)OC(=O)/C(C)=C/CC/C=C/[C@@H]2O[C@H]2C[C@H](C)C1	.	-0.1	.	.	-7	0.0
O=C(O)c1ccccc1Nc1cccc(OCc2ccc3ccccc3n2)c1	.	-0.8	.	.	-8	-2.6
Nc1nc(N)c2nc(CNc3ccc(C(=O)NC(CCC(=O)O)C(=O)O)cc3)cnc2n1 (stereo unspecified)	.	-0.2	.	.	-6	-0.4
O=C(NN1C(=O)/C(=C/c2cc([N+](=O)[O-])ccc2O)SC1=S)c1ccccc1O	.	0.7	.	.	-6	1.2

A second format for part of the listing above.
SMILES: C#CCOCCOCCOCCNc1nc(N2CCN(C(=O)CCCCCCCCCCNC(=O)[C@H]([C@@H](C)CC)n3cc(CCCCN=C(N)N)nn3)CC2)nc(N2CCN(C(=O)CCCCCCCCCCNC(=O)[C@H]([C@@H](C)CC)n3cc(CCCCN=C(N)N)nn3)CC2)n1
  GPR7 antag = .
  V1R ag counter = -0.7
  NALP1 yeast inh = .
  PfM18AAP inh = .
  OXTR potentiator = -5
  OXTR agonist = 0.8
SMILES: COc1cccc(/C=C/C(=O)c2ccc3c(c2)OCO3)c1OC
  GPR7 antag = .
  V1R ag counter = -0.8
  NALP1 yeast inh = .
  PfM18AAP inh = .
  OXTR potentiator = -2
  OXTR agonist = -2.1

By substructure: those above with two or more sulfur atoms.
SMILES	GPR7 antag	V1R ag counter	NALP1 yeast inh	PfM18AAP inh	OXTR potentiator	OXTR agonist
Cc1ccc(F)cc1NS(=O)(=O)c1ccc(Cl)s1	.	0.9	.	.	-6	0.1
CCN1/C(=C/C=C/c2sc3ccccc3[n+]2CC)Sc2ccccc21	.	9.2	.	.	-8	9.6
O=C(O)c1ccccc1C(=O)Nc1ccc(S(=O)(=O)Nc2nccs2)cc1	.	0.6	.	.	-2	0.1
O=C(NN1C(=O)/C(=C/c2cc([N+](=O)[O-])ccc2O)SC1=S)c1ccccc1O	.	0.7	.	.	-6	1.2

Continued.
SMILES	GPR7 antag	V1R ag counter	NALP1 yeast inh	PfM18AAP inh	OXTR potentiator	OXTR agonist
CN(C)C1CCN(Cc2cc(COCc3ccccc3)c3cccnc3c2O)C1 (stereo unspecified)	.	-0.8	.	.	-4	1.4
CCCCn1c(N)c(N(CC(C)C)C(=O)c2cc3c(s2)CCC3)c(=O)[nH]c1=O	.	-1.6	.	.	-8	-1.4
Cn1cccc1C(=O)NC(=O)COC(=O)c1ccc(S(C)(=O)=O)c([N+](=O)[O-])c1	.	4.9	.	.	-6	4.2
C/C(=C\c1ccccc1)C1Nc2cccc3cccc(c23)N1	.	-0.6	.	.	0	0.4
COc1ccc2c(c1)[C@@H]1[C@H](CO2)[C@H](c2ccccc2)[C@]2(C)C(=O)Nc3ccc(C)cc3C(=O)N12	.	0.9	.	.	-9	8.3
COc1ccc(CN2C(=O)C(Cc3ccccc3)Nc3ncnc(N4CCc5ccccc5C4)c32)cc1 (stereo unspecified)	.	0.7	.	.	-6	-0.7

A portion of the library (hit frequency here may not be typical).
